Screening data (PubChem)
SENP7 inh = inhibitors of human SENP7 protease; inhibition, % at 5 µM; Q9BQF6; recombinant SENP7, Z-RLRGG-aminoluciferin luminescence, 40 min; 1.5% of 330,000 active;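 active = inhibition above about 50% at the single test dose, limit read from the data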;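 note: plate controls were DMSO with enzyme for no effect and no enzyme buffer wells for full effect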
Target sequence (Q9BQF6 706-1050 limits assumed): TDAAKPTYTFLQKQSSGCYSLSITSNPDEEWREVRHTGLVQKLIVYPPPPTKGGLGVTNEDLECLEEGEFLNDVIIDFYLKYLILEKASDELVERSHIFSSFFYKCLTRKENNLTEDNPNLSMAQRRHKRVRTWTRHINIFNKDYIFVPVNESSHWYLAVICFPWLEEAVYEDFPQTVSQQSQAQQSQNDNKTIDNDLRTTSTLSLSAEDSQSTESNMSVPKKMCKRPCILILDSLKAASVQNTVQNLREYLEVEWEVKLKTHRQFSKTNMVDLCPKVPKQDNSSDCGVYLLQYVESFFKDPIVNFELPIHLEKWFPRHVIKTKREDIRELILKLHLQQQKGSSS
SENP6 block = SENP6 protease inhibition | 1.8% of 330,000 active | Recombinant SENP6 catalytic domain, aminoluciferin luminescence | Q9GZR1 | inhibition, % at 10 µM;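 active = inhibition above about 50% at the single tested dose, limit read from the data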;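 note: plate controls were DMSO wells with enzyme for no effect and DMSO wells lacking enzyme for full effect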
Target sequence (Q9GZR1 628-1112 limits assumed): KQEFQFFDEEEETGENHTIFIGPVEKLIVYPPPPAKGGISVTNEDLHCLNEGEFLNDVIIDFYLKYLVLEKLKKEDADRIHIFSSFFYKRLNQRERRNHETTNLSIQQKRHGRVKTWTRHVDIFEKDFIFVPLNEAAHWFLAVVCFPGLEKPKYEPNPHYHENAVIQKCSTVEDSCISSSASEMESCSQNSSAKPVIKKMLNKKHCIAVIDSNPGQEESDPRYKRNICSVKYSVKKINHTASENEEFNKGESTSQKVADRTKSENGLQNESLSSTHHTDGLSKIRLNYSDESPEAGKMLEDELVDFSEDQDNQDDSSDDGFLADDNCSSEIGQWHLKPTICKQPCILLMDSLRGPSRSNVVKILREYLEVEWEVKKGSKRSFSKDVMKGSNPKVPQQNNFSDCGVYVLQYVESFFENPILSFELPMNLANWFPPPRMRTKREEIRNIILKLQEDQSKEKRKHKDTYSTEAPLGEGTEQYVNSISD
MPTP inh = permeability transition pore inhibition; inhibition, % at 10 µM; isolated mouse mitochondria, Ca2+ swelling absorbance, 30 min; 1.4% of 360,000 active; AID 602449;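 active = inhibition of 50% or more, scaled per plate between neutral and stimulator controls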;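 note: 0% = DMSO wells given calcium and 100% = 1 mM EGTA wells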
SENP8 block = inhibitors of human SENP8 protease; Q96LD8; recombinant SENP8, Nedd8 substrate fluorescence; inhibition, % at 20 µM; 0.64% of 360,000 active; in the data active = inhibition mostly above about 40%, no sharp cut-off; inactive = mostly below about 27%
Target sequence (Q96LD8 whole entry, looked up): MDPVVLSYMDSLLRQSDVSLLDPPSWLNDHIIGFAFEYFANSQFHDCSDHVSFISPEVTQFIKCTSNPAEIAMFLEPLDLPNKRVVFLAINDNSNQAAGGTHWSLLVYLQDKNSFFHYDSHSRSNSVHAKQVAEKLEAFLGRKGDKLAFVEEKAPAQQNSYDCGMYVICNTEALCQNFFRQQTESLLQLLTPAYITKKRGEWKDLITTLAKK
Numbers without * were called inactive. An excerpt, so the mix of outcomes need not match the whole.

What do the screens show for `COc1ccc(C2C([N+](=O)[O-])=C(N)Oc3c2c(=O)oc2ccccc32)cc1` (centres undefined)?
SENP7 inh: -5; SENP6 block: -21

How did C/C=C(\C)C(=O)OC1C(C)=C2C(C1OC(=O)CCCCC)C(C)(OC(C)=O)CC(OC(=O)CCC)C1(O)C2OC(=O)C1(C)O (centres undefined) do in these assays?
SENP7 inh: -6; SENP6 block: -14

What do the screens show for `C1=C(c2c[nH]c3ccccc23)CCNC1`?
SENP7 inh: -7; SENP6 block: -12

What do the screens show for `CC12CCC3C(CC=C4CC(O)CCC43C)C1C/C(=C\N1CCCC1)C2=O` (centres undefined)?
SENP7 inh: -12; SENP6 block: -32

How did O=C(c1cc(-c2ccccc2)on1)N1CCC2(CC1)OCCO2 do in these assays?
SENP7 inh: 9; SENP6 block: 3

What do the screens show for `CCCn1cc2c3c(cccc31)C1CC(C)CN(C)C1C2` (centres undefined)?
SENP7 inh: 0; SENP6 block: 9

Results for COP(=O)(OC)C(O)C(Cl)(Cl)Cl (centres undefined) ?
SENP7 inh: -7; SENP6 block: -14

Results for CC[C@H](C)[C@@H]1O[C@@]2(C=CC1C)CC1C[C@@H](CC=C(C)C(O[C@H]3CC(OC)C(O[C@H]4CC(OC)C(O)C(C)O4)C(C)O3)C(C)C=CC=C3CO[C@@H]4C(O)C(C)=C[C@@H](C(=O)O1)[C@]34O)O2 (some centres undefined) ?
SENP7 inh: -13; SENP6 block: 0

How did O=C1NC(=O)C(=Cc2ccc3c(c2)OCO3)C(=O)N1 do in these assays?
SENP7 inh: -2; SENP6 block: 7

What do the screens show for `CCc1ccc(N2C(=O)NC(=O)/C(=C/c3ccsc3)C2=O)cc1`?
SENP7 inh: 1; SENP6 block: 4

What do the screens show for `O=c1[nH]c(O)c(C=Nc2ccccc2[N+](=O)[O-])c(=O)[nH]1`?
SENP7 inh: 11; SENP6 block: 12

How did Cn1c2ccccc2c2cnn(CC(=O)N3CCC4(CC3)OCCO4)c(=O)c21 do in these assays?
SENP7 inh: 1; SENP6 block: -7

What do the screens show for `Cn1cccc1CNCCc1ccccc1`?
SENP7 inh: 1; SENP6 block: -5

How did NC(=O)c1ccc(N=Nc2c(O)[nH]c(=O)[nH]c2=O)cc1 do in these assays?
SENP7 inh: 0; SENP6 block: -5

How did CCNc1cc(N2CCNCC2)ccc1[N+](=O)[O-] do in these assays?
SENP7 inh: 1; SENP6 block: -3

How did Cc1cccc(N2C(=O)NC(=O)/C(=C/c3ccc(-c4ccc(C(=O)O)c(Cl)c4)o3)C2=O)c1 do in these assays?
SENP7 inh: 4; SENP6 block: -16

How did CC(N)Cc1ccccc1Sc1ccc(O)cc1 (centres undefined) do in these assays?
SENP7 inh: -5; SENP6 block: 2

How did CCCCCCn1c(=O)c(C(=O)Nc2nnc(C)s2)c(O)c2ccccc21 do in these assays?
SENP7 inh: -6; SENP6 block: -18

How did NCCc1ccccn1 do in these assays?
SENP7 inh: -8; SENP6 block: -14

What do the screens show for `CCCCCCNC(=O)N[C@H](Cc1ccc(O)cc1)C(=O)NCCC[C@H]1CN2C(=NC[C@H]2CCC)N1CC1CCC1`?
SENP7 inh: 5; SENP6 block: 8

How did Clc1ccc(CO/N=C(\Cn2ccnc2)c2ccc(Cl)cc2Cl)c(Cl)c1 do in these assays?
SENP7 inh: -2; SENP6 block: -5

How did OC(CNC1CCCCCCC1)c1ccccc1 (centres undefined) do in these assays?
SENP7 inh: 10; SENP6 block: 10

Results for O=C(O)c1sc2cc(Cl)ccc2c1Cl ?
SENP7 inh: 0; SENP6 block: -18

How did CC[C@@H](C(N)=O)N1CCCC1=O do in these assays?
SENP7 inh: -4; SENP6 block: 6

What do the screens show for `c1ccc2c(CCN3CCCCC3)c[nH]c2c1`?
MPTP inh: -1.7; SENP8 block: -8

What do the screens show for `CCOC(=O)[C@]12Cc3cc4ccccc4cc3[C@H]1N(Cc1ccccc1)C(=O)c1ccccc12`?
MPTP inh: 0.2; SENP8 block: 10

How did COc1ccc(CN2Cc3cc(-c4ccc(OC)cc4)ccc3-n3nncc3C2)cc1 do in these assays?
MPTP inh: 1.2; SENP8 block: -26

What do the screens show for `NC(Cc1ccc(F)cc1)c1csc(Nc2cnccn2)n1` (centres undefined)?
MPTP inh: 1.8; SENP8 block: -58

What do the screens show for `CCOC(=O)[C@]12Cc3cc(Cl)ccc3[C@H]1N(Cc1ccccc1)C(=O)c1cc(OC)ccc12`?
MPTP inh: -1.1; SENP8 block: -3

Results for CCCCCN1C(=O)c2ccccc2[C@@]2(C(=O)OCC)Cc3cc(Cl)ccc3[C@@H]12 ?
MPTP inh: -0.2; SENP8 block: 14

How did O=C1NCN(c2ccccc2)C12CCN(C(c1cccc3ccccc13)c1nnnn1-c1ccc3c(c1)OCCO3)CC2 (centres undefined) do in these assays?
MPTP inh: 2.1; SENP8 block: 16

What do the screens show for `Cc1ccc(S(=O)(=O)N2Cc3cc(-c4cccc(F)c4)ccc3-n3nncc3C2)cc1`?
MPTP inh: -2.4; SENP8 block: 7

Results for O=C1NCN(c2ccccc2)C12CCN(C(c1ccccc1)c1nnnn1Cc1ccccc1)CC2 (centres undefined) ?
MPTP inh: 1.4; SENP8 block: 11

Results for CSCCC(c1nnnn1-c1c(C)cccc1C)N1CCC(n2c(=O)[nH]c3ccccc32)CC1 (centres undefined) ?
MPTP inh: -1.7; SENP8 block: 18

How did COc1ccc(-n2nnnc2C(CCSC)N2CCC(n3c(=O)[nH]c4ccccc43)CC2)cc1 (centres undefined) do in these assays?
MPTP inh: -3.2; SENP8 block: 5

Results for Fc1ccc(N2Cc3ccccc3-n3nncc3C2)cc1 ?
MPTP inh: -2.5; SENP8 block: 14

Results for O=S(=O)(c1cc(Cl)cc(Cl)c1)N1Cc2cc(-c3cccc(F)c3)ccc2-n2nncc2C1 ?
MPTP inh: -2.1; SENP8 block: 12

How did c1cc2c(cc1-c1ccc3c(c1)OCO3)CNCc1cnnn1-2 do in these assays?
MPTP inh: -0.6; SENP8 block: -237

Results for COc1ccc(-c2ccc3c(c2)CN(C(=S)NCCc2ccccc2)Cc2cnnn2-3)cc1 ?
MPTP inh: 3.0; SENP8 block: -9

Results for Cc1cccc2nc(-c3ccccc3)c(-c3ccc(CN4CCC(n5c(=O)[nH]c6ccccc65)CC4)cc3)nc12 ?
MPTP inh: 2.6; SENP8 block: -377

Results for NC(Cc1ccc(F)cc1)c1csc(Nc2ccccn2)n1 (centres undefined) ?
MPTP inh: 3.6; SENP8 block: -2

How did CN1CC2CN(Cc3ccccc3)S(=O)(=O)C2C1 (centres undefined) do in these assays?
MPTP inh: -0.1; SENP8 block: 16

How did Clc1cccc(N2Cc3ccccc3-n3nncc3C2)c1 do in these assays?
MPTP inh: -1.1; SENP8 block: 9

How did O=c1[nH]c2ccccc2n1C1CCN(C(c2ccccc2OC(F)(F)F)c2nnnn2-c2ccc3c(c2)OCCO3)CC1 (centres undefined) do in these assays?
MPTP inh: -1.4; SENP8 block: 13

What do the screens show for `CCOC(=O)[C@]12Cc3cc(C)ccc3[C@H]1N(Cc1ccccc1)C(=O)c1cc(OC)ccc12`?
MPTP inh: -1.1; SENP8 block: 4

Quoted from above, 2 compounds:
Results for O=C1NCN(c2ccccc2)C12CCN(C(c1ccccc1)c1nnnn1Cc1ccccc1)CC2 (centres undefined) ?
MPTP inh: 1.4; SENP8 block: 11

Results for CSCCC(c1nnnn1-c1c(C)cccc1C)N1CCC(n2c(=O)[nH]c3ccccc32)CC1 (centres undefined) ?
MPTP inh: -1.7; SENP8 block: 18

The results go on:
How did CO[C@H]1C=CCCC=CC(=O)O[C@H]([C@H](C)C(=O)CCCC2CC(=O)NC(=O)C2)C(C)=C[C@@H](C)[C@@H]1O do in these assays?
MPTP inh: 0.1; SENP8 block: 19

How did c1ccc(-c2ccc3c(c2)CNCc2cnnn2-3)cc1 do in these assays?
MPTP inh: -0.2; SENP8 block: 14

How did Cc1cc(Br)cn2c(CC(=O)N3CCCCC3)c(-c3ccc(F)cc3)nc12 do in these assays?
MPTP inh: -1.0; SENP8 block: 3

What do the screens show for `CCCCn1nnnc1C(c1cccs1)N1CCC2(CC1)C(=O)NCN2c1ccccc1` (centres undefined)?
MPTP inh: -0.3; SENP8 block: 13

Results for O=C1NCN(c2ccccc2)C12CCN(C(CCc1ccccc1)c1nnnn1C1CCCC1)CC2 (centres undefined) ?
MPTP inh: 1.8; SENP8 block: 18

Results for COc1ccc(C(=O)C2CCCN(CC3CCCCC3)C2)cc1OC (centres undefined) ?
MPTP inh: -0.8; SENP8 block: -12

What do the screens show for `c1cc2c(cc1N1CCCCC1)CNCc1cnnn1-2`?
MPTP inh: -1.6; SENP8 block: -16

How did CCCCn1nnnc1C(CC)N1CCC2(CC1)C(=O)NCN2c1ccccc1 (centres undefined) do in these assays?
MPTP inh: -0.9; SENP8 block: 24

How did O=C1c2cccc(N3CCNCC3)c2C2CCCCN12 (centres undefined) do in these assays?
MPTP inh: -1.8; SENP8 block: -20

What do the screens show for `O=c1[nH]c2ccccc2n1C1CCN(Cc2ccc(-c3nc4ccc(F)cc4nc3-c3ccccc3)cc2)CC1`?
MPTP inh: 1.7; SENP8 block: -110

Results for O=C1c2ccccc2-n2nncc2C2c3cc(Br)ccc3CCN12 (centres undefined) ?
MPTP inh: -0.1; SENP8 block: -21

What do the screens show for `O=C1CC2OCC=C3CN4CCC56c7ccccc7N1C5C2C3CC46O` (centres undefined)?
MPTP inh: -1.8; SENP8 block: -2

What do the screens show for `COc1ccc(C(c2nnnn2-c2ccc3c(c2)OCCO3)N2CCC3(CC2)C(=O)NCN3c2ccccc2)cc1` (centres undefined)?
MPTP inh: 0.8; SENP8 block: 17

How did N#CC12c3ccccc3C(=O)N1Cc1cnnn1-c1ccccc12 (centres undefined) do in these assays?
MPTP inh: -1.4; SENP8 block: 14

Results for CNCC(=O)c1ccc(O)c(O)c1 ?
MPTP inh: -0.6; SENP8 block: 24

An excerpt from above in order of count of non-hydrogen atoms, low to high:
How did NCCc1ccccn1 do in these assays?
SENP7 inh: -8; SENP6 block: -14

How did CC[C@@H](C(N)=O)N1CCCC1=O do in these assays?
SENP7 inh: -4; SENP6 block: 6

Results for O=C1NCN(c2ccccc2)C12CCN(C(c1ccccc1)c1nnnn1Cc1ccccc1)CC2 (centres undefined) ?
MPTP inh: 1.4; SENP8 block: 11

Results for Cc1cccc2nc(-c3ccccc3)c(-c3ccc(CN4CCC(n5c(=O)[nH]c6ccccc65)CC4)cc3)nc12 ?
MPTP inh: 2.6; SENP8 block: -377

The list goes on.
How did CCOC(=O)[C@]12Cc3c(cc(OC)c(OC)c3OC)[C@H]1N(C)C(=O)c1cc(OC)ccc12 do in these assays?
MPTP inh: -2.5; SENP8 block: 8

Results for CCCCCN1C(=O)c2cc(OC)ccc2[C@@]2(C(=O)OCC)Cc3cc(Cl)ccc3[C@@H]12 ?
MPTP inh: -1.9; SENP8 block: -11

What do the screens show for `O=C1NCN(c2ccccc2)C12CCN(C(c1cccs1)c1nnnn1C1CCCCC1)CC2` (centres undefined)?
MPTP inh: 0.2; SENP8 block: 13

How did COc1ccc(-n2nnnc2C(C2CC2)N2CCC(n3c(=O)[nH]c4ccccc43)CC2)cc1 (centres undefined) do in these assays?
MPTP inh: -1.4; SENP8 block: 15

What do the screens show for `CCOC(=O)[C@]12Cc3cc(Cl)ccc3[C@H]1N(C)C(=O)c1cc(OC)ccc12`?
MPTP inh: -2.1; SENP8 block: 9

Results for O=C(CCc1ccccc1)N1Cc2cc(-c3ccccc3)ccc2-n2nncc2C1 ?
MPTP inh: -0.9; SENP8 block: -4

What do the screens show for `N#Cc1ccc2nc(-c3ccc(CN4CCC(n5c(=O)[nH]c6ccccc65)CC4)cc3)c(-c3ccccc3)nc2c1`?
MPTP inh: 0.3; SENP8 block: -236

How did COc1cc(C(=O)N2Cc3ccc(Br)cc3-n3nncc3C2)cc(OC)c1OC do in these assays?
MPTP inh: -1.1; SENP8 block: 8

Results for COc1ccc2c(c1)C13CCN4CC5=CCOC6CC(=O)N2C1C6C5CC43 (centres undefined) ?
MPTP inh: -1.7; SENP8 block: 26

Results for CC(C)N1CCOC(c2ccc(O)c(O)c2)C1 (centres undefined) ?
MPTP inh: 0.3; SENP8 block: 7

What do the screens show for `CSCCC(c1nnnn1Cc1ccccc1)N1CCC2(CC1)C(=O)NCN2c1ccccc1` (centres undefined)?
MPTP inh: -1.5; SENP8 block: 26

Results for c1ccc(N2[C@@H]3CC[C@H]2c2ccncc2C3)cc1 ?
MPTP inh: -2.0; SENP8 block: 2

Results for Cc1ccccc1OP(=O)(Oc1ccccc1C)N1CCOCC1 ?
MPTP inh: 0.4; SENP8 block: 9

Results for S=C(NCCc1ccccc1)N1Cc2ccc(Br)cc2-n2nncc2C1 ?
MPTP inh: 2.4; SENP8 block: 9

Results for C=C1C(=O)OC2CCN3CC=C(COC(=O)C(C)(O)C4(CO4)C1C)C23 (centres undefined) ?
MPTP inh: 0.1; SENP8 block: 5
